# Source: PubChem (several laboratories)
# NCOA1 inh: SRC1 coactivator transcriptional activity inhibitors, primary screen, cell-based, luminescence; Nuclear receptor coactivator 1 (Homo sapiens), Q15788; HEK293 GAL4-SRC1 luciferase reporter; inhibition, % at 3.6 µM; 360,000 compounds, 0.12% hits; AID 588354, 2011;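 active means inhibition above the campaign mean plus 3 SD, with each screening campaign given its own cutoff, cut at about 60% in these data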;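 further: 0% = DMSO treated cells and 100% = gossypol at 36 µM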
# EBV LMP1 NFkB: EBV LMP1-driven NF-kappaB luciferase reporter inhibitors, primary screen, cell-based, luminescence, single point; 350,000 compounds, 0.69% hits; LMP1-induced NF-kappaB luciferase reporter cells; inhibition, % at 12.5 µM; in the data active means inhibition above about 41%;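 further: 0% = neutral control wells and 100% = reference inhibitor control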
# TWEAK Fn14 block: inhibitors of TWEAK-Fn14 signaling, primary screen, luciferase reporter cells, uHTS | TWEAK-stimulated Fn14 reporter cells, luciferase luminescence, 8 h | inhibition, % at 10 µM | 360,000 compounds, 2% hits | AID 1159606, 2016; in the data active means inhibition above about 50%
# NR2F2 inh: NR2F2 transcriptional activity inhibitors, primary screen, cell-based, luciferase reporter, HEK293T, luminescence; HEK293T NGFI-A luciferase reporter; inhibition, % at 8.6 µM; 370,000 compounds, 0.7% hits; AID 686940, 2013;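 active means inhibition above a per-plate cutoff, mean inhibition of test wells between control levels plus 3 SD, cut at about 38% in these data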;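 further: cells cotransfected with COUP-TFII expression vector driving the NGFI-A reporter; 0% = median of COUP-TF2 test wells and 100% = reporter-only cells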
# Target sequence (P24468 whole entry, looked up): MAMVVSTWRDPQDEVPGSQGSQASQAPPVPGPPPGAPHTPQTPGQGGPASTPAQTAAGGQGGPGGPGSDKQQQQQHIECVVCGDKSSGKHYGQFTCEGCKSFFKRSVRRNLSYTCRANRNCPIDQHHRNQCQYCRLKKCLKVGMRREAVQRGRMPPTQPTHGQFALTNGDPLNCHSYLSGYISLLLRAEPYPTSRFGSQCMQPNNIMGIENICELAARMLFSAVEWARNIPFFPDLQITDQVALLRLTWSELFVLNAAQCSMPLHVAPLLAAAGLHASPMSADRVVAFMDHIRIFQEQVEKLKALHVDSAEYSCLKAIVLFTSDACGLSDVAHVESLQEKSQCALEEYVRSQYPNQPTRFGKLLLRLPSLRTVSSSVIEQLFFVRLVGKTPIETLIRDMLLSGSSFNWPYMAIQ
# CF NFkB inh: inhibitors of PAF-induced NF-kB signaling, primary screen, cell-based, GFP fluorescence, uHTS | KKLEB NF-kB-GFP reporter, GFP fluorescence overnight | inhibition, % at 5 µM | 360,000 compounds, 0.86% hits | AID 588850, 2011;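 active means at least 50% inhibition at 5 µM, scaled per plate between neutral and stimulator controls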;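 further: PAF is a Pseudomonas aeruginosa culture filtrate used as stimulus; plate controls were PAF-stimulated DMSO wells for no effect and unstimulated DMSO wells for full effect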
# Shn3 3UTR inh: reduction of Shn3 3'UTR firefly luciferase signal, primary screen, Schnurri-3 inhibitor project, cell-based, Clone20 osteoblasts, set 2 | AID 588674, 2011 | Clone20 osteoblast Shn3 3'UTR firefly luciferase, 24 h | 360,000 compounds, 0.52% hits | inhibition, % at 12.5 µM;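 active means mean inhibition of at least 75% with every replicate also reaching 75%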;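 further: 0% = median of neutral control wells and 100% = pilot-screen positive control compound; some compounds past the cut are filed as inactive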
# KKLEB tox: cytotoxicity in KKLEB CF airway cells, primary screen, cytotoxicity control for CF NF-kB inhibitor project, cell-based, uHTS, fluorescence assay plates | KKLEB CF airway cells viability, ATPlite luminescence, overnight; active compounds read low; cells stimulated with P. aeruginosa culture filtrate | activity change (cytotoxicity), % at 5 µM | 360,000 compounds, 0.36% hits;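 active means corrected activity change at or below -50% at 5 µM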
# TROY NFkB inh: inhibitors of TROY-driven NF-kB signaling, primary screen, Q293 LMP1-TROYcd cells, NF-kB luciferase, uHTS; Q293 LMP1-TROYcd NF-kB luciferase reporter, 4 h; inhibition, % at 10 µM; 360,000 compounds, 0.98% hits; AID 1347056, 2019;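 active means compounds whose plate-normalised and pattern-corrected inhibition of the luciferase reporter signal at the single screening dose is 50% or more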
# NR5A2 inv ag: LRH-1 (NR5A2) inverse agonists, primary screen, cell-based, luminescence, HEK293T, StAR-luciferase reporter | inhibition, % at 3.6 µM | AID 602396, 2012 | Nuclear receptor subfamily 5 group A member 2 (Homo sapiens), O00482 | 360,000 compounds, 0.13% hits | LRH-1 transfected, 24 h;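 active means inhibition above the mean inhibition of all tested compounds plus 3 SD, cut at about 73% in these data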;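 further: 0% = DMSO wells and 100% = reporter-only cells lacking LRH-1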
# Target sequence (O00482 whole entry, looked up): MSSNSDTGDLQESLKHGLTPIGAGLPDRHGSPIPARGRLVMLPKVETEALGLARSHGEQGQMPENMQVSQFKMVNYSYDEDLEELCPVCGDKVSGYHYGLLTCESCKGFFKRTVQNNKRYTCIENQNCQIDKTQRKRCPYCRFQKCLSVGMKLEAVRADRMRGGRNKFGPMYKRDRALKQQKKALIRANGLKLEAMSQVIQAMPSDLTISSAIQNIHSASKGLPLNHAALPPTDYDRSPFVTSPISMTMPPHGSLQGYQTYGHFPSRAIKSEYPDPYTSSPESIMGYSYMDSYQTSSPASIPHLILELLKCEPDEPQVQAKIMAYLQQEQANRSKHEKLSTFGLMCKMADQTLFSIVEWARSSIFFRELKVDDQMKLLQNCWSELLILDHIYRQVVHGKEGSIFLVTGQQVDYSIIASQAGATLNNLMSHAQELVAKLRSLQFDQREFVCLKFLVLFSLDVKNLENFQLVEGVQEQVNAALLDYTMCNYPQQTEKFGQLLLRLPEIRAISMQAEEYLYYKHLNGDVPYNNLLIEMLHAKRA
# NCOA3 inh: SRC3 coactivator transcriptional activity inhibitors, primary screen, cell-based, luminescence. Nuclear receptor coactivator 3 (Homo sapiens), Q9Y6Q9. HEK293 GAL4-SRC3 luciferase reporter. inhibition, % at 3.6 µM. 360,000 compounds, 0.17% hits. AID 588352, 2011;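 active means inhibition above a per-campaign cutoff, the mean of all compounds plus 3 SD, cut at about 60% in these data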;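 further: 0% = DMSO-treated cells and 100% = gossypol-treated cells at 36 µM; higher means less SRC3-driven luciferase light from the GAL4 reporter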
# C8 TRAIL sens: viability loss with TRAIL in NB7+C8 cells, primary screen, TRAIL sensitizer project, cell-based, ATPlite luminescence | inhibition (viability loss, TRAIL sensitization), % at 10 µM | 360,000 compounds, 1% hits;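 active means compounds causing at least 50% loss of cell viability in the single-dose screen, relative to plate controls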
# * marks the source's active call; other numbers are inactive results; / = not tested or not shown. This is a subset; count on the stated rates, not on these rows.
# Every second line gives: NCOA1 inh, EBV LMP1 NFkB, TWEAK Fn14 block, NR2F2 inh, CF NFkB inh, Shn3 3UTR inh, KKLEB tox, TROY NFkB inh, NR5A2 inv ag, NCOA3 inh, C8 TRAIL sens
> CCOC(=O)c1sc2nc(C)nc(SCC(=O)N(C)C3CCS(=O)(=O)C3)c2c1C (stereo unspecified)
  -8, 5, 1, 6, 7, 9, 10, -4, 0, 11, -2
> Cn1c(=O)c(C(=O)NCc2ccccc2Cl)c(O)c2ccccc21
  1, -26, -6, -8, -16, -79, 2, -14, 18, -16, -12
> Nc1nc(SCC(=O)NCC2CCCO2)n[nH]1 (stereo unspecified)
  -15, -1, -3, -11, -9, -1, -5, -5, -7, -20, -1
> Cn1c(SCC(=O)Nc2ccc3c(c2)CCC3)nnc1C1CC1
  1, -3, 10, -12, -31, -16, 4, 1, 7, 9, -6
> COc1ccc(NC(=O)CN(C)C(=O)CSc2ccc3c(c2)OCCO3)cc1
  -47, -23, -23, -4, 3, 11, 3, -25, -3, 3, -2
> CC1CN(C(=O)c2cc3ccccc3cc2O)CC(C)O1 (stereo unspecified)
  -10, -2, -5, 5, -12, -1, 3, 0, 0, 0, 2
> COc1cccc(OCC(O)CN2CCC(CN3C(=O)c4cccc5cccc(c45)C3=O)CC2)c1 (stereo unspecified)
  -11, -8, -44, 28, 7, 27, -4, 21, -1, 11, 22
> NS(=O)(=O)c1ccc(NS(=O)(=O)c2ccc(NC(=S)Nc3ccccc3)cc2)cc1
  11, -6, -7, -13, -1, 1, -18, -3, 17, -7, 2
> COc1ccc(-c2ccc(C(=O)NCc3ccc(N(C)C)cc3)c3occc23)c(C)c1
  3, /, 17, 2, 1, 70, -6, 4, -11, -20, 14
> Brc1ccccc1-c1nnc(CSc2nncn2-c2ccccc2)o1
  -17, 3, 6, -7, -3, -6, -8, -15, -13, 9, -31
> Cc1cc(-c2ccccc2)nc(N(C)NC(=O)C2CC2)c1S(C)(=O)=O
  12, 0, 2, 12, -6, -1, -4, 11, 11, 18, -3
> CCCNC(=O)c1ccc2c(c1)nc(C)n2-c1cccc(Cl)c1
  8, 5, -14, 12, 5, -2, 4, 12, -9, -24, 4
> Cc1ccc(C)n1-c1nnc(N2CCC(C(=O)NCCCN3CCN(C)CC3)CC2)s1
  -30, -16, 3, -16, 14, -40, 2, 1, 4, 2, -2
> COc1ccc(CNc2nc(SC)n[nH]2)cc1OC
  -13, 1, -10, 8, 7, 4, -7, 8, -27, 14, -12
> COc1ccc(C(C)N2CC34C=CC(O3)C(C(=O)O)C4C2=O)cc1 (stereo unspecified)
  -1, -8, -6, -1, 13, 16, -4, -2, 6, 19, 3
> O=C(COC(=O)c1cccc(O)c1)NC(=O)Cc1ccccc1
  -46, -5, 16, -14, 2, -19, -15, 9, 0, 8, 5
> CC(C)NS(=O)(=O)c1ccc(NC(=O)C2CCCCC2)cc1
  15, 5, -15, -4, 6, -1, -4, 3, -5, 9, 13
> Cc1ccc(C)c2sc(N3CCN(C(=O)c4ccc([N+](=O)[O-])o4)CC3)nc12
  -5, -89, 0, 1, -13, 46, -8, 13, 28, 4, 31
> CCOC(=O)c1ccc(NC(=O)CC2C(=O)N(c3ccc(F)cc3)C(=O)N2CCCOC)cc1 (stereo unspecified)
  -10, 0, -4, 3, 5, 21, -6, -1, -6, 10, 1
> Clc1ccc(-c2cnnc(-c3ccccn3)n2)cc1
  -72, 2, -18, -38, -32, -78, -22, -58, -116, -70, 15
> COc1ccccc1CCNC(=O)c1csc2c1CCCC2
  -14, 6, -23, 0, 12, 4, -4, -44, -23, -14, 0
> CCN(Cc1ccncc1)Cc1nc(CC2CC2)no1
  -5, -6, -1, -2, -6, 19, -3, -2, 17, 6, -6
> c1ccc(CSC2=NCCS2)cc1
  -10, -9, -4, -11, -16, -27, 5, -14, 2, 9, -2
> CCC(CC)NC(=O)C1CCN(c2ccc(S(=O)(=O)N3CCOCC3)cc2[N+](=O)[O-])CC1
  5, 1, -4, 3, 5, -2, -7, 2, 11, 4, 4
> CCOC(=O)[C@]12CCC=C1N(Cc1ccccc1)C(=O)[C@H](CC(=O)NCCC(C)C)C2
  /, /, 9, -5, /, /, /, -18, -24, /, 4
> Cn1ccnc1COc1ccc(/C=N/O)cc1
  -16, 4, -2, -16, 5, 18, 8, -5, 2, 0, -3
> CCOc1ccc(NS(=O)(=O)c2ccc(C(=O)N3CCC3)cc2)cc1
  8, -1, 7, 12, -5, 25, 18, -3, 16, 8, 12
> COc1ccc(CCC(=O)NCc2ccccc2OC)cc1
  7, /, 5, -2, 8, -14, 5, -17, 2, -1, -6
> Cc1ccccc1C(=O)NC(=S)Nc1ccc(S(=O)(=O)N2CCN(C)CC2)cc1
  -15, -8, -31, -4, 2, -10, 3, 13, 0, -20, 3
> NC(=O)C1CCCN(C(=O)NC2CCCCC2)C1 (stereo unspecified)
  0, -8, -4, 1, 2, 0, 5, -16, -8, 12, 0

# Remaining list, next part:
Molecule,NCOA1 inh,EBV LMP1 NFkB,TWEAK Fn14 block,NR2F2 inh,CF NFkB inh,Shn3 3UTR inh,KKLEB tox,TROY NFkB inh,NR5A2 inv ag,NCOA3 inh,C8 TRAIL sens
CCOC(=O)N1CCN(S(=O)(=O)c2ccc(OC)c(Cl)c2)CC1,-1,9,4,-13,5,16,-3,0,-8,-3,12
COc1ccc(Nc2n[nH]c(C)c2[N+](=O)[O-])cc1,-61,-12,-8,-5,3,-79,-3,-23,-117,-31,-8
Cc1ccc(C(=O)NC(C)c2ccncc2)o1 (stereo unspecified),-5,-6,1,18,-1,-1,11,10,-9,-3,-6
CCOC(=O)N1CCN(c2nc(C)c3c(n2)CCCC3=O)CC1,-28,0,-2,-18,-7,-21,11,-25,-23,-20,-5
CC1(C)CC(=O)C2=C(C1)N(Cc1ccccc1)C(=O)C2(O)C(F)(F)F (stereo unspecified),-15,-2,0,11,-10,4,9,-30,2,-8,-5
NC(=O)COC(=O)c1cc(-c2cccs2)nn1-c1ccccc1,11,-1,-6,-4,10,8,-4,25,7,3,-4
O=C(NCCCN1CCOCC1)c1cccnc1,9,6,12,-6,-11,13,-1,-7,8,8,-1
COc1ccc(S(=O)(=O)N(Cc2ccc(OC)c(OC)c2)Cc2ccco2)cc1,-20,0,23,9,6,16,-5,12,11,8,2
COc1cc(NC(=O)N[C@@H](CCSC)C(=O)O)cc(OC)c1,-5,-2,-2,-1,0,-9,-7,-14,-22,16,4
O=C(O)CSc1nnc(-c2cccc(S(=O)(=O)N3CCCCC3)c2)o1,5,-1,10,-18,-7,-9,5,2,-8,4,2
O=C(NCCc1ccccc1)C(=O)c1c[nH]c2ccccc12,-69,-20,-13,-12,-18,-27,6,-39,-93,-41,5
CC(=O)Nc1nc2cc(C(N)=O)ccc2s1,-10,-6,-24,-4,-9,-2,-3,-14,8,6,-10
CCN(CC)CC#CCC(C)(c1ccccc1)c1ccccc1,4,-7,-8,11,19,9,-10,-19,14,11,22
O=C(CCCSc1ccccc1)Nc1cccc(CO)c1,5,-3,-26,-27,-1,-16,6,-7,-2,-19,0
O=C(/C=C/Nc1ccc(S(=O)(=O)Nc2ncccn2)cc1)c1ccc(Cl)c(Cl)c1,3,-1,4,-10,-12,21,-3,-10,-45,6,-1

# A stretch from the list above, as a working copy:
Molecule,NCOA1 inh,EBV LMP1 NFkB,TWEAK Fn14 block,NR2F2 inh,CF NFkB inh,Shn3 3UTR inh,KKLEB tox,TROY NFkB inh,NR5A2 inv ag,NCOA3 inh,C8 TRAIL sens
COc1ccc(S(=O)(=O)N(Cc2ccc(OC)c(OC)c2)Cc2ccco2)cc1,-20,0,23,9,6,16,-5,12,11,8,2
COc1cc(NC(=O)N[C@@H](CCSC)C(=O)O)cc(OC)c1,-5,-2,-2,-1,0,-9,-7,-14,-22,16,4
O=C(O)CSc1nnc(-c2cccc(S(=O)(=O)N3CCCCC3)c2)o1,5,-1,10,-18,-7,-9,5,2,-8,4,2
O=C(NCCc1ccccc1)C(=O)c1c[nH]c2ccccc12,-69,-20,-13,-12,-18,-27,6,-39,-93,-41,5
CC(=O)Nc1nc2cc(C(N)=O)ccc2s1,-10,-6,-24,-4,-9,-2,-3,-14,8,6,-10
CCN(CC)CC#CCC(C)(c1ccccc1)c1ccccc1,4,-7,-8,11,19,9,-10,-19,14,11,22
O=C(CCCSc1ccccc1)Nc1cccc(CO)c1,5,-3,-26,-27,-1,-16,6,-7,-2,-19,0
O=C(/C=C/Nc1ccc(S(=O)(=O)Nc2ncccn2)cc1)c1ccc(Cl)c(Cl)c1,3,-1,4,-10,-12,21,-3,-10,-45,6,-1

# More compounds follow.
Molecule,NCOA1 inh,EBV LMP1 NFkB,TWEAK Fn14 block,NR2F2 inh,CF NFkB inh,Shn3 3UTR inh,KKLEB tox,TROY NFkB inh,NR5A2 inv ag,NCOA3 inh,C8 TRAIL sens
Cc1ccc(NC(=O)[C@H](Cc2ccccc2)NC(=O)[C@@H]2Cc3ccccc3CN2)c(C)c1,-8,8,-93,0,14,39,-4,7,-9,17,-12
COc1ccccc1NS(=O)(=O)c1ccc(OC)c([N+](=O)[O-])c1,-16,-12,3,-4,8,8,1,2,2,-28,0
Cc1ccc(C(=O)NCCCNC(=O)c2ccco2)cc1,5,-3,0,2,-4,-10,0,-5,-2,-5,-11
CC(=NNS(=O)(=O)c1ccc(C)cc1)c1ccccc1,-7,5,-1,3,-52,-9,7,-9,16,2,-7
CCN(c1ccccc1)S(=O)(=O)c1cccc(C(=O)NCC(c2ccco2)N2CCCCC2)c1 (stereo unspecified),3,-3,12,26,-14,19,1,10,3,-4,8
CCc1cccc(NC(=O)C2CCCN(S(=O)(=O)c3cccs3)C2)c1 (stereo unspecified),14,-2,44,3,-3,17,-21,17,10,8,16
